Source: PubChem (several laboratories)
mABHD4 FP = inhibits mouse alpha/beta hydrolase domain 4; purified mABHD4, FP-Rh probe fluorescence polarization; Q8VD66; inhibition, % at 8.92 µM; AID 720543; hit rate 0.54% among 370,000;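 active means inhibition exceeding the mean over every tested compound plus 3 SD, cut at about 30% in these data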;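 further: 0% = plate median of compound wells and 100% = S159A mutant with DMSO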
Target sequence (Q8VD66 whole entry, looked up, the tested form may be a part): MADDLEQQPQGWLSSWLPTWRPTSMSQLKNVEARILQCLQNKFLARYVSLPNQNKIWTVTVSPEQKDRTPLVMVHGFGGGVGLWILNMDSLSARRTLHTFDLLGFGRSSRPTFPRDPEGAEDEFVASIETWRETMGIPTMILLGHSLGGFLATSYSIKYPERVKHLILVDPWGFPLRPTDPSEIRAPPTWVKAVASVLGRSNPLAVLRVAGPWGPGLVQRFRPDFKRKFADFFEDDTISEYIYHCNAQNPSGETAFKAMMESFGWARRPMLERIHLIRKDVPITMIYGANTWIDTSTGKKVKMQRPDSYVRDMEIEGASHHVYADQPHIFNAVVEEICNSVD
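Assay system: wild-type mouse ABHD4 protein; compound: single nominal dose of 8.92 µM, 0.89% DMSO final; schedule: 45 min + 60 min at 25 °C; measured by: FP readout, ex 525 nm / em 598 nm; evaluation: % inhibition of FP-Rh probe binding versus controls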
TCR-CD3 inh = inhibitors of human TCR-CD3 interaction; AID 651800; inhibition, % at 9.4 µM; hit rate 0.37% among 360,000; TAMRA-labeled TCR probe fluorescence, biochemical; in the data active means inhibition above about 19%;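 further: recombinant mutant TCR 2C K166C tagged with TAMRA read by polarization; 0% = receptor in buffer alone and 100% = receptor with positive control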
Rev-erbA mod = Rev-erb alpha (human) modulation; P20393; Rev-erbα–FITC-DNA binding, fluorescence polarization, 90 min; activity, % at 10 µM; hit rate 0.79% among 370,000; AID 1259318;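 active means activity above about 14%, limit read from the data; passing the limit was not always enough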;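 further: 0% = DMSO wells with 35 nM protein and 100% = DMSO wells with 750 nM protein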
HTRA1 inhibitor = inhibitors of human serine peptidase HTRA1; recombinant HTRA1, FP-rhodamine activity-based probe, fluorescence polarization; inhibition, % at 5.96 µM; hit rate 0.5% among 340,000; AID 504803; in the data active means inhibition above about 36%;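 further: 0% = enzyme with DMSO and 100% = wells lacking enzyme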
MBD2 inh = inhibitors of human MBD2 binding to methylated oligonucleotide. Q9UBB5. TR-FRET. inhibition, % at 4.4 µM. hit rate 0.31% among 370,000; in the data active means inhibition above about 13%
Target sequence (Q9UBB5 whole entry, looked up): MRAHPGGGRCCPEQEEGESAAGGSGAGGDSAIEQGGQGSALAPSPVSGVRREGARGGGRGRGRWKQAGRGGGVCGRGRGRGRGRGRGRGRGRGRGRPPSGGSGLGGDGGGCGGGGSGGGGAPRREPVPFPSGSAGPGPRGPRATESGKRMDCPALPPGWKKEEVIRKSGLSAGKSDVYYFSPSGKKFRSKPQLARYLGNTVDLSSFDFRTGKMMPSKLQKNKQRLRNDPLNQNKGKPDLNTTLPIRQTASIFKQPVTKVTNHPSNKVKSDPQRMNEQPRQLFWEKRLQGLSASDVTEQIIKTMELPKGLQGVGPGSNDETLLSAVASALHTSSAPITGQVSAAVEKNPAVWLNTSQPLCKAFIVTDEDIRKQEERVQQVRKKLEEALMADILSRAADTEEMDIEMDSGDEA
UHRF1 binding = UHRF1 methyl-DNA binding inhibition. hit rate 0.75% among 370,000. inhibition, % at 4.4 µM. Q96T88. UHRF1 binding to methylated oligo, TR-FRET; in the data active means inhibition above about 21%;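 further: UHRF1 SRA domain binding a hemimethylated CpG hairpin DNA probe; 0% = median of test compound wells and 100% = reference inhibitor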
PRMT1 FP inh = inhibitors of human PRMT1; Q99873; recombinant PRMT1, activity-based probe fluorescence polarization; inhibition, % at 2.79 µM; hit rate 1.3% among 370,000;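 active means inhibition above about 21% made by adding two undisclosed values, limit read from the data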
LEDGF integ inh = blocks HIV-1 LEDGF/p75-dependent DNA integration; TR-FRET IN-LEDGF/p75 DNA integration, Eu/Cy5; inhibition, % at 3.7 µM; hit rate 0.64% among 370,000; AID 743269;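 active means inhibition above the screen-wide mean plus 3 SD, cut at about 13% in these data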;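 further: signal is the Cy5 over europium emission ratio at 671 and 618 nm; 0% = plate median of compound wells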
PG9 binder = small molecules binding HIV-1 gp120 antibody PG9 | TR-FRET gp120-PG9 antibody binding | inhibition, % at 6.7 µM | hit rate 0.43% among 360,000; in the data active means inhibition above about 8.5%
rCAG RNA binder = r(CAG) repeat RNA binding; TO-PRO-1 dye displacement fluorescence; inhibition, % at 3 µM; hit rate 1.3% among 370,000; AID 651821;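 active means inhibition above the plate cutoff, the mean of all test compounds on that plate plus 3 SD, cut at about 35% in these data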;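 further: 0% = DMSO alone and 100% = 100 µM mitoxantrone as full dye displacement; higher means more dye released from RNA so lower well fluorescence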
* marks the source's active call; other numbers are inactive results; . = no result given. A portion of the library, so the mix of outcomes need not match the whole.

nr	molecule	mABHD4 FP	TCR-CD3 inh	Rev-erbA mod	HTRA1 inhibitor	MBD2 inh	UHRF1 binding	PRMT1 FP inh	LEDGF integ inh	PG9 binder	rCAG RNA binder
1	CCOC(=O)c1c(C)nc2sc3c(=O)n(-c4ccc(OC)cc4)nnc3c2c1-c1ccc(OC)cc1	0	1	1	-10	-3	1	2	-2	1.8	11
2	CCCc1ccc(OCc2ccc(C(=O)N3CCN(c4ccccn4)CC3)o2)c(OC)c1	-9	1	4	-14	-2	-1	0	4	-3.1	-4
3	CN1CCN(C(=S)c2cn(Cc3ccc(Br)cc3)c3ccccc23)CC1	2	1	-2	-20	-4	3	0	1	1.3	-7
4	COC(=O)C(Sc1ccc(Cl)cc1)C1SC(=S)N(Cc2ccccc2)C1=O (stereo not drawn)	-114	-27	2	-21	1	0	3	3	-1.4	10
5	COc1ccccc1Cc1c(-c2cccc(Cl)c2)nc2c3ccccc3ccn12	-3	0	-9	.	-7	-1	-2	5	0.4	3
6	COc1cccc(C(O)c2nc(-c3ccc(F)c(Cl)c3)cs2)c1 (stereo not drawn)	-29	1	3	.	-5	2	-1	-3	-1.3	1
7	COc1ccc(NC(=O)c2oc3ccc(S(=O)(=O)N4CCC5(CC4)OCCO5)cc3c2C)cc1	-5	-2	-1	-25	-1	1	-7	-3	-1.7	8
8	Cc1c(C(=O)NN)sc(=S)n1C	-3	-9	-3	-1	2	-2	1	2	-0.9	8
9	COc1cccc(CSc2nnc(C(F)(F)F)n2Cc2ccc(F)cc2)c1	-6	-6	3	-13	1	1	-2	2	-1.7	-5
10	O=C1N=C(N2CCCC2)S/C1=C\C=C\c1ccccc1	-1	-7	-6	-7	3	2	6	-3	-3.2	13
11	CCCCn1c(C(C)NC(=O)CC)nc2ccccc21 (stereo not drawn)	-4	0	-5	-4	-6	1	-3	2	0.2	4
12	CCOC(=O)c1nnn(-c2nonc2N)c1CNC(C)C	3	-5	2	-1	0	-1	-2	3	1.5	4
13	COc1ccc([N+](=O)[O-])cc1C1NN=C(c2ccccc2O)S1 (stereo not drawn)	7	2	3	2	-3	-1	2	-1	-1.5	13
14	Cc1ccc(S(=O)(=O)NCC(=O)N(CC2CCCO2)C(C(=O)NC2CCCC2)C(C)C)cc1 (stereo not drawn)	3	-1	7	5	-5	-2	-2	3	0.2	-5
15	COc1ccc(NC(=O)CCC(=O)OCc2ccc(Br)cc2)cc1	1	3	0	-3	1	-5	-1	0	-1.4	-4
16	CCc1ccc(CN2C(=O)CCC2(C)C(=O)NC2CCCC2)cc1 (stereo not drawn)	0	-4	1	2	6	2	3	-1	-0.4	-1
17	O=C(NNc1nc2ccccc2s1)Nc1ccc(Cl)c(Cl)c1	12	-19	-2	-11	1	1	23*	-2	0.1	13
18	O=C(NC(=S)Nc1ccc2nc[nH]c2c1)c1ccccc1	-1	2	-6	0	-1	2	-1	1	-0.9	2
19	O/N=C1\CC/C(=N\O)c2nn(-c3ccccc3Cl)nc21	4	3	-3	0	-8	0	-1	3	-0.5	0
20	O=C(Cc1ccccc1)Nc1ccc(NC(=O)c2cccs2)c(Cl)c1	7	9	-1	-15	-4	-1	-2	2	0.9	1

Whole records from above. Order of values: mABHD4 FP	TCR-CD3 inh	Rev-erbA mod	HTRA1 inhibitor	MBD2 inh	UHRF1 binding	PRMT1 FP inh	LEDGF integ inh	PG9 binder	rCAG RNA binder
CN1CCN(C(=S)c2cn(Cc3ccc(Br)cc3)c3ccccc23)CC1 is listed with 2	1	-2	-20	-4	3	0	1	1.3	-7
COc1ccc([N+](=O)[O-])cc1C1NN=C(c2ccccc2O)S1 (stereo not drawn) is listed with 7	2	3	2	-3	-1	2	-1	-1.5	13
CCOC(=O)c1c(C)nc2sc3c(=O)n(-c4ccc(OC)cc4)nnc3c2c1-c1ccc(OC)cc1 is listed with 0	1	1	-10	-3	1	2	-2	1.8	11

Later entries
nr	molecule	mABHD4 FP	TCR-CD3 inh	Rev-erbA mod	HTRA1 inhibitor	MBD2 inh	UHRF1 binding	PRMT1 FP inh	LEDGF integ inh	PG9 binder	rCAG RNA binder
21	CCCCCCC(=O)Oc1cccc(N2C(=O)C3CCCCC3C2=O)c1 (stereo not drawn)	2	2	0	-2	4	-1	-4	-3	-0.7	-2
22	COc1ccccc1CN(C)C(=O)C1CCCN(c2nc3ccccc3o2)C1 (stereo not drawn)	-2	.	5	.	-1	1	0	1	.	0
23	Cc1c(NC(=O)CSc2nncc3ccccc23)c(=O)n(-c2ccccc2)n1C	7	7	1	-1	3	3	-4	-2	0.3	2
24	O=C1CCCc2oc3ccc(O)cc3c21	-8	5	2	-4	-1	-4	1	-3	1.4	2
25	C#CCOCCOCCOCCNc1nc(N2CCN(C(=O)[C@H](CCC(=O)O)n3cc(CN)nn3)CC2)nc(N2CCN(C(=O)[C@H](CCC(=O)O)n3cc(CN)nn3)CC2)n1	4	-3	-4	5	1	0	-2	-2	-1.4	2
26	CCOc1cc(NC(=O)C2CC2)c(OCC)cc1NC(=O)c1cc(OC)c(OC)c(OC)c1	3	-5	-6	5	-5	0	3	-1	0.1	2
27	O=C(c1ccc(C(F)(F)F)cc1)C1CCCN(Cc2cccn2-c2ncccn2)C1 (stereo not drawn)	5	1	-1	-5	1	1	-1	2	-0.9	4
28	COc1cc(CN2CC(=O)N(c3ccccc3Cl)C2=S)cc(OC)c1OC	-3	-3	-1	2	5	-1	4	-1	-0.5	0
29	O=[N+]([O-])c1ccc2nc(NCCCO)nc(-c3ccccc3)c2c1	7	0	1	2	-5	1	18	1	-1.1	3
30	CN(C)C(=O)C1CC(=O)OC12CCCCC2 (stereo not drawn)	-1	-8	-2	-12	-3	0	5	0	-0.2	0

Arranged by length of the SMILES (rising): some entries from above
nr	molecule	mABHD4 FP	TCR-CD3 inh	Rev-erbA mod	HTRA1 inhibitor	MBD2 inh	UHRF1 binding	PRMT1 FP inh	LEDGF integ inh	PG9 binder	rCAG RNA binder
12	CCOC(=O)c1nnn(-c2nonc2N)c1CNC(C)C	3	-5	2	-1	0	-1	-2	3	1.5	4
18	O=C(NC(=S)Nc1ccc2nc[nH]c2c1)c1ccccc1	-1	2	-6	0	-1	2	-1	1	-0.9	2
1	CCOC(=O)c1c(C)nc2sc3c(=O)n(-c4ccc(OC)cc4)nnc3c2c1-c1ccc(OC)cc1	0	1	1	-10	-3	1	2	-2	1.8	11

(further entries)
nr	molecule	mABHD4 FP	TCR-CD3 inh	Rev-erbA mod	HTRA1 inhibitor	MBD2 inh	UHRF1 binding	PRMT1 FP inh	LEDGF integ inh	PG9 binder	rCAG RNA binder
31	N#C/C(=C/c1ccc(C(=O)O)cc1)C(=O)Nc1ccccc1	2	-3	-6	4	-3	-5	-2	1	-0.6	2
32	COc1ccccc1C(=O)N1CCN(C(=O)Cc2ccccc2)CC1	-6	-2	-1	4	-10	2	-7	3	-1.9	0
33	CCCCn1c(=O)[nH]c(=O)c2c(C(=O)OCC)cc(-c3cccs3)nc21	4	1	16	-6	0	1	-6	-3	0.5	-4
34	Cc1ccc(C(=O)C[n+]2ccccc2C)cc1[N+](=O)[O-]	5	0	-2	-7	2	2	-1	8	1.3	3
35	CCOc1cccc(-c2nnc(SCC(=O)Nc3cc(OC)cc(OC)c3)n2N)c1	5	-2	-3	3	4	-2	0	-3	-0.1	4
36	O=C1CC(c2ccccc2)CC(=O)C1=CN1CCCC1 (stereo not drawn)	5	-4	0	.	2	68*	0	-2	-1.1	1
37	Cc1ccccc1NC(=O)N(C(C)C)C(C)C	-3	1	-8	8	-1	1	-1	2	0.3	2
38	O=C(NCCOc1ccccc1)C1CCC(=O)N(CCN2CCOCC2)C1 (stereo not drawn)	3	-1	2	-1	3	4	-2	2	-1.4	-1
39	S=C1NC[C@H](CC2CCCCC2)N1CC1CCCCC1	-3	2	0	-27	-5	-4	2	0	-1.4	-6
40	COc1ccc(CN2C(=NC(=O)C3CCCCC3)SC3CS(=O)(=O)CC32)cc1 (stereo not drawn)	7	2	2	-2	1	2	-5	-1	0.5	0
41	N/C(Cc1ccc([N+](=O)[O-])cc1)=N\OC(=O)C(c1ccccc1)c1ccccc1	-11	1	3	-20	-2	0	2	-1	-0.2	1
42	O=C(COc1ccc(-c2ccccc2)cc1)N/N=C/c1cccnc1	-13	-3	3	-20	2	1	3	-2	-0.3	-1
43	Cc1c(-c2ccc(OCCN3CCOCC3)cc2)c(=O)oc2ccc3ccccc3c12	-2	-2	-1	-4	2	0	-2	-2	-0.1	2
44	CCOC(=O)C1(Cc2cccc(F)c2)CCN(C2CCOCC2)CC1	5	-3	4	-25	5	5	2	-2	1.0	-9
45	COCCNC(=O)C1CCCN(Cc2ccc(C)cc2)CC1 (stereo not drawn)	-3	-4	3	.	1	2	2	-2	-1.4	1
46	Cc1ccc(S(=O)(=O)N(C)c2ccc(OC(C)C(=O)N3CCCC3)cc2)cc1C (stereo not drawn)	-4	-4	-2	-2	1	5	-3	0	-0.8	-4
47	Cc1cc(NC(=O)c2ccc(NC(=O)C(C)C)cc2)no1	2	-4	-3	-5	-2	4	1	1	0.4	-2
48	Cc1cccc(C(=O)N[C@H](C(=O)NCCc2ccc(S(N)(=O)=O)cc2)C(C)C)c1	6	-8	-5	-1	6	1	3	1	0.0	0
49	OCCOCCn1c(C(CO)Nc2nc(-c3ccc(F)cc3)cs2)nc2ccccc21 (stereo not drawn)	-6	-7	-1	-6	2	-1	1	1	-1.2	2
50	CN(C)c1ccc(-c2nn3c(C4CCCCC4)nnc3s2)cc1	6	-4	-12	-3	-1	0	1	-1	0.8	1
51	Cc1ccc(NC(=O)C2CCCN2S(=O)(=O)c2ccc3c(c2)n(C)c(=O)c(=O)n3C)cc1 (stereo not drawn)	5	4	0	1	0	-1	2	3	1.0	-4
52	N#Cc1c(C(F)(F)F)cc(C2CC2)[nH]c1=O	-1	-1	-5	0	-2	0	-3	1	1.8	3
